High-throughput results: PubChem BioAssay, National Center for Advancing Translational Sciences (NCATS)
Pf growth 48h – inhibits P. falciparum growth in the first generation, 48 h; P. falciparum luciferase growth in erythrocytes, 48 h; Potency, µM (highest dose often 28.7 µM), for inactives: top-dose activity change, negative = inhibition, usual class: inhibitors; actives 5.9% (n = 310,000); AID 504832; also: potency is read from the fitted curve at half-maximal effect; % is scaled to controls: 0 for no effect and ±100 for the full control effect
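In quantitative HTS format, infected erythrocytes bearing luciferase-reporter parasites were treated for a single generation at 37 C. Luminescence after adding detection reagent served as the growth measure.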
Shiga toxin inh – inhibitors of Shiga toxin in Vero cells. Vero cells, Shiga toxin protein synthesis inhibition reporter. actives 9.2% (n = 290,000). inhibition, % at 38.7 µM. AID 2315; in the data active = inhibition mostly above about 28%, no sharp cut-off; inactive = mostly below about 43%; also: 0% is about no effect
Cycloheximide cs – counter-screen hit for Shiga toxin inhibitors, cycloheximide; AID 2314; cell reporter, cycloheximide protein synthesis inhibition counterscreen; max response, %; actives 12% (n = 300,000); in the data active = max response mostly above about 13%, no sharp cut-off; inactive = mostly below about 14%; also: read at 38.3 µM for the half of the compounds with a filed dose; 0% is about no effect
Pf growth 96h – inhibits malaria parasite growth, 96 h. P. falciparum luciferase reporter growth, 96 h. Potency, µM (series often up to 28.7 µM), without a hit: at the top dose activity change, negative = inhibition, most hits filed as inhibitors. actives 6.9% (n = 320,000); also: potency is read from the fitted curve at half-maximal effect; % is scaled to controls: 0 for no effect and ±100 for the full control effect
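Delayed-death screen, second-generation endpoint: infected erythrocytes, 2% hematocrit, 0.05% parasitemia final; 96 hours at 37 C, 5% CO2; luciferase detection reagent; luminescence decrease equals reduced growth.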
AMA1 RON2 block – inhibitors of Plasmodium falciparum AMA1-RON2 interaction. AlphaScreen AMA1-biotinylated RON2 peptide binding. Potency, µM (top dose mostly 58.2 µM), for the others: at the highest dose activity change, negative = inhibition, actives largely listed as inhibitors. actives 0.2% (n = 360,000);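 also: potency is read from the fitted curve at half-maximal effect; 0% = vehicle wells and -100% = peptide control; nearly all actives have a fitted effect of over 45% in size; some results filed as inactive show a strong effect at the top dose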
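AMA1 (3D7) with his tag at 25 nM final met compounds first, then biotinylated RON2 peptide at 25 nM; detection used donor plus acceptor beads, 10 µg/mL apiece, read by AlphaScreen after 30 min at room temperature.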
Tb PYK inh – inhibitors of Trypanosoma brucei pyruvate kinase; Q57TT1; TbPYK enzyme, Kinase-Glo Plus ATP luminescence, 45 min; Potency, µM (series often up to 76.8 µM), without a hit: at the top dose activity, negative = inhibition, hits mostly inhibitors; actives 0.12% (n = 410,000); also: potency is read from the fitted curve at half-maximal effect; % is scaled to controls: 0 for no effect and ±100 for the full control effect; nearly all actives have a fitted effect of over 50% in size
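TbPYK + substrate in 50 mM TEA pH 7.2, 100 mM KCl, 10 mM MgCl2, 0.05% BSA, 0.01% Tween-20; cpd pinned; ADP 130 uM final; 45 min RT; Kinase-Glo Plus 10 min; luminescence endpoint.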
LmPK inh – inhibitors of Leishmania mexicana pyruvate kinase; AID 1721; actives 0.37% (n = 290,000); purified LmPK, Kinase-Glo ATP luminescence, 1 h; Potency, µM (doses to about 57.5 µM), for inactives: at the top dose activity change, negative = inhibition, actives largely listed as inhibitors; Q27686; also: potency is read from the fitted curve at half-maximal effect; % is scaled to controls: 0 for no effect and ±100 for the full control effect
Target sequence (Q27686 whole entry, looked up): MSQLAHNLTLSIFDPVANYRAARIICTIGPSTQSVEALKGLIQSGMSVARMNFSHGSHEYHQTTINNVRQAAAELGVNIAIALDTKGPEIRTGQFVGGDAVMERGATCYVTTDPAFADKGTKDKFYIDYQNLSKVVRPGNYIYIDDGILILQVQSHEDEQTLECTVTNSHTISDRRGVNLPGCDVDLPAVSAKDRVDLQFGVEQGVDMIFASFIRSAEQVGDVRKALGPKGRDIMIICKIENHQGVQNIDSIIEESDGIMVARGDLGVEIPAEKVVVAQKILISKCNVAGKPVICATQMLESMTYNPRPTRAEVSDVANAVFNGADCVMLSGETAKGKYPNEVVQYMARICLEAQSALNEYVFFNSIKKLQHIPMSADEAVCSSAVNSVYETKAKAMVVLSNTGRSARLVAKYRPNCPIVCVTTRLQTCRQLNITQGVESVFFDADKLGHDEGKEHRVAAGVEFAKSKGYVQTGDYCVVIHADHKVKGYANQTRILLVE
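qHTS format; LmPK 0.1 nM; substrates PEP 0.5 mM and ADP 0.1 mM. One-hour room-temperature incubation, then coupled luciferase luminescence; 0.5 nM enzyme wells mark activation.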
The depositor's hits bear a star; ? = inconclusive; / = no result given; & = joins results of further samples; [ ] = remark or other dose. Unless noted, calls follow the shape of the dose curve; as a rule, active = well fitted curve in the direction sought with a large enough effect; inconclusive = small, poorly fitted or top-dose-only effect, or another doubt; inactive = no such curve, though single readings can be large; an effect the other way counts as inactive or inconclusive.

Values run as follows: Pf growth 48h	Shiga toxin inh	Cycloheximide cs	Pf growth 96h	AMA1 RON2 block	Tb PYK inh	LmPK inh
> Cc1cccc(C)c1NC(=O)C(Cl)=C(Cl)Cl
  -13%	-3	1	-27%	22%	-3%	-1%
> CCC1=NN2C(=N)/C(=C/c3c(C)nn(-c4ccccc4)c3Cl)C(=O)N=C2S1
  -12%	11	-3	?	33%[activator]	-10%	9%
> CCC(C)NC(=O)CCS(=O)(=O)c1ccc(Br)s1 (centres undefined)
  135%[activator]	17	5	-3%	19%	1%	-1%
> COC(=O)c1ccc(NC(=O)C2CCN(S(C)(=O)=O)CC2)cc1
  ?	-12	-2	?	0%	-6%	-2%
> CN1CCc2c(sc(NC(=O)c3ccc([N+](=O)[O-])o3)c2C(N)=O)C1
  ?	25*	27*	?	4%	1%	2%
> Cc1cc(OC(C)C(=O)NCC(O)c2ccccc2)c2c(C)c(C)c(=O)oc2c1 (centres undefined)
  -29%	-2	1	?	1%	-7%	0%
> N#Cc1ccccc1NC(=O)CC1CCCCC1
  /	26	7	50%[activator]	4%	-1%	1%
> Cc1ccccc1Nc1nc(N)nc(COC(=O)c2cccc(S(=O)(=O)NCc3ccccc3)c2)n1
  ?	-3	-3	13µM*	7%[11.6 µM]	-3%	10%
> CCOc1ccccc1NC(=O)Cn1nnc(C(=O)NCc2cccs2)c1N
  11%	-4	-8	7%	-13%	-1%&2%	7%
> COC(=O)N(C)c1ccc(C(O)(C(=O)OC)C(F)(F)F)cc1 (centres undefined)
  -14%	-3	-1	?	-2%	12%	0%

Complete entries from above. Order of screens: Pf growth 48h | Shiga toxin inh | Cycloheximide cs | Pf growth 96h | AMA1 RON2 block | Tb PYK inh | LmPK inh
Profile of N#Cc1ccccc1NC(=O)CC1CCCCC1 : / | 26 | 7 | 50%[activator] | 4% | -1% | 1%
Profile of CN1CCc2c(sc(NC(=O)c3ccc([N+](=O)[O-])o3)c2C(N)=O)C1 : ? | 25* | 27* | ? | 4% | 1% | 2%
Profile of CCC(C)NC(=O)CCS(=O)(=O)c1ccc(Br)s1 (centres undefined) : 135%[activator] | 17 | 5 | -3% | 19% | 1% | -1%

Following part.
Values run as follows: Pf growth 48h	Shiga toxin inh	Cycloheximide cs	Pf growth 96h	AMA1 RON2 block	Tb PYK inh	LmPK inh
> O=C(COC(=O)COc1ccccc1)Nc1ccc(Cl)cn1
  -18%	/	/	-29%	-2%	-4%	/
> Cc1cc(=O)nc2c3ccccc3n(CC(=O)NCCCN3CCOCC3)n12
  17%	14	-8	-30%	28%	6%	-8%
> Cc1cnc(-c2nnc(N(C)C(=O)c3ccccn3)s2)cn1
  24%	15	-2	140%[activator]	/	/	-2%
> Cc1ccc(C(=O)c2ccccc2C(=O)OCC(=O)NC(C)(C)C)cc1
  4%	-3	-1	-1%	-9%	-6%	-3%
> CC1(C)Cc2noc(N)c2C(C)(C)N1OC(=O)c1ccco1
  ?	-3	-2	?	-6%	-12%	1%
> CCOC(=O)c1nn(-c2ccccc2C)c2nc(-c3ccc(C)cc3)c(C#N)c(=O)n12
  8%	19	-3	14%	-2%	-4%	-5%
> Cn1cccc1CNC(=S)Nc1cc(F)cc(F)c1
  18%	24	9	/	-26%	1%	-5%
> COc1ccccc1CN(Cc1cc2cc(C)ccc2[nH]c1=O)Cc1nnnn1CC1CCCO1 (centres undefined)
  7.4µM*	41	18	10µM*	-13%	-4%	-2%
> O=C(NCCN1CCOCC1)c1cc(Br)ccc1Cl
  23%	-5	0	24%	-9%	5%	0%
> Cc1nc(-c2ccc(S(=O)(=O)N3CCOCC3)cc2)cs1
  -2%	-2	-1	?	3%	-3%	-10%

Compounds listed so far containing bromine, in the order listed:
Values run as follows: Pf growth 48h	Shiga toxin inh	Cycloheximide cs	Pf growth 96h	AMA1 RON2 block	Tb PYK inh	LmPK inh
> CCC(C)NC(=O)CCS(=O)(=O)c1ccc(Br)s1 (centres undefined)
  135%[activator]	17	5	-3%	19%	1%	-1%
> O=C(NCCN1CCOCC1)c1cc(Br)ccc1Cl
  23%	-5	0	24%	-9%	5%	0%

Further structures.
Values run as follows: Pf growth 48h	Shiga toxin inh	Cycloheximide cs	Pf growth 96h	AMA1 RON2 block	Tb PYK inh	LmPK inh
> O=C(Cc1cc(=O)oc2cc(O)ccc12)NCC1CCC(C(=O)O)CC1 (centres undefined)
  9%	8	-5	-3%	-7%	-4%	-5%
> O=C(c1ccc(NC(=S)NCc2ccco2)cc1)N1CCCCC1
  -22%	-8	-4	25%	3%	-6%	0%
> C[C@H](NC(=O)c1nc[nH]c1C(=O)NCC(=O)OCc1ccccc1)c1ccccc1
  -12%	10	-1	3%	84%[activator]	-2%	-6%
> Cc1ccccc1N1CCN(C2CCCN(C(=O)c3snnc3C)C2)CC1 (centres undefined)
  -9%	-1	-2	-4%	13%	-8%	-3%
> CCC1COCCS(=O)(=O)N1Cc1cccc(C(F)(F)F)c1 (centres undefined)
  43%[activator]	0	2	93%[activator]	3%	3%	-2%
> CCN(C(=O)CSc1nnc(Cn2nnc3ccccc32)o1)c1nc(C)cs1
  -2%	-4	-4	9.3µM*	13%	4%	2%
> FC(F)(F)c1ccccc1CCN1CCNCC1
  22%	-1	-3	27%	-11%	1%	-1%
> CCOC(=O)C1=C(C)NC2=C(C(=O)CC(C)(C)C2)C1c1ccc2c(c1)CCCN2C (centres undefined)
  13µM*	-10	-2	9%	-7%	-6%	3%
> Cc1nn(C)c(C)c1CCC(=O)NC1CC(C)(C)Cc2c1cnn2-c1ccccc1 (centres undefined)
  13%	-9	1	?	3%	-7%	-9%
> C[C@@H](NC(=O)OC(C)(C)C)c1nnc(S(=O)(=O)Cc2ccccc2)o1
  13%	26	15*	20%	24%	-5%	1%
> CC1SC(c2ccc(Cl)cc2)NC1=O (centres undefined)
  11%	-8	-2	375%[activator]	6%	-6%	0%
> O=C(CCc1ccccc1)NCc1ccc2c(c1)OCO2
  18%	19	14*	-29%	-5%	-6%	-3%
> CCN(CC)c1ccc(N)cc1
  1.9µM*	/	/	?	11µM*	-3%	/
> O=S(=O)(c1ccc(F)cc1)N1CCCN(c2nccc(C(F)(F)F)n2)CC1
  -13%	1	-1	-10%	0%	28%	-1%
> Cn1cccc1/C=N/n1c(-c2ccc(C(C)(C)C)cc2)n[nH]c1=S
  ?	-13	20	53%[activator]	-2%	?	20µM*
> COc1cccc(CC2(CO)CCCN(Cc3cn[nH]c3-c3ccc(F)cc3)C2)c1 (centres undefined)
  ?	-11	-3	256%[activator]	0%	1%	-6%
> O=C(O)Cn1cc(/C=C2\C(=O)NC(=O)N(c3ccc(F)cc3)C2=O)c2ccccc21
  -15%	-6	-2	?	/	/	-6%
> CCOC(=O)NN1C(=O)c2ccccc2NC1c1ccc(N(C)C)cc1 (centres undefined)
  -5%	-10	19	?	9%	-1%	4%
> COc1cc(C(=O)c2cocc2C(=O)c2ccc3c(c2)OCO3)cc(OC)c1OC
  ?	5	-6	-5%	-8%	4%	-2%
> CC(C)c1nnc(NC(=O)COc2ccc3ccccc3c2)s1
  40%[activator]	7	-2	38%[activator]	13%	0%	2%
> Cc1cc(Oc2cnn(C(C)(C)C)c(=O)c2Cl)cc(C(C)C)c1
  12µM*	21	2	8.3µM*	6%	/	2%
> CC(=O)N1N=C(c2ccc(Br)cc2)OC1(C)CC(=O)Nc1ccccc1 (centres undefined)
  8%	3	-6	?	-12%	4%	6%
> O=C1[C@H]2[C@@H](C(=O)N1c1cc(Cl)cc(Cl)c1)[C@]1(C(=O)Nc3ccccc31)N1CCC[C@@H]21
  -19%	1	-2	?	10%	-8%	4%
> N#Cc1c(N2CCOCC2)nc(-c2ccco2)c2c1CCCC2
  -27%	-1	-5	64%[activator]	4%	-21%	2%
> O=C(C1CCN(c2nnc(-n3cccc3)s2)CC1)N1CCN(c2cccc(C(F)(F)F)c2)CC1
  ?	-15	-1	/	-2%	-10%	1%
> COc1ccc(OC)c(-c2cc(C(=O)NCc3cccs3)no2)c1
  ?	24	0	?	27%	0%	1%
> O=C(CSc1ccc2ccccc2n1)N/N=C/c1ccccc1O
  ?	60*	32*	18%	78%[activator]	-9%	-9%
> Cc1ccc(CNC(=O)C(CC(C)C)OC(=O)c2ccco2)cc1 (centres undefined)
  22%	-10	-2	-6%	2%	7%	-6%
> COc1ccc(Nc2nnc(SCC(=O)N3CC(=O)Nc4ccccc43)s2)cc1
  ?	2	-1	2.3µM*	-10%	-9%	-11%
> CC(Oc1cccc(Cl)c1)C(=O)Nc1cc(S(=O)(=O)N2CCOCC2)ccc1N1CCCCC1 (centres undefined)
  8.3µM*	/	/	?	45%[activator]	-1%	/
> Cc1cc(C2=NNC(=NC3CC3)SC2)c(C)n1-c1ccccc1F
  ?	-21	3	?	20%	?	-28%
> O=P(c1ccccc1)(c1ccccc1)c1nc(-c2ccc(Cl)cc2)oc1N1CCOCC1
  10µM*	-2	4	1%	-12%	-12%	4%
> COc1cc(-c2cc(=O)c3ccccc3o2)ccc1O
  54%[activator]	61*	37*	100%[activator]	-27%	-9%	-11%
> Oc1ccccc1-c1cc(-c2ccco2)[nH]n1
  /	134*	47*	-10%	33%[activator]	-2%	-5%
> CC(C)Sc1nnc(SCC(=O)N(C)C2CCS(=O)(=O)C2)s1 (centres undefined)
  24%	/	/	-12%	-3%	0%	/
> O=C(CSc1nnc(-c2ccncc2)o1)Nc1ccccc1Cl
  126%[activator]	4	10	31%[activator]	11%	-9%	-7%
> O=C(Nc1cccc(Cl)c1)ON=C1c2ccccc2-c2ccccc21
  8%	41	24	141%[activator]	-4%	-2%	2%
> Cc1cccc(C)c1NC(=O)C[N+](C)(C)CC(O)COc1cccc2ccccc12 (centres undefined)
  ?	-6	-1	19%	-9%	-5%	0%
> CC(C)c1ccc(NC(=O)C(c2ccccc2)N2CCOCC2)cc1 (centres undefined)
  /	4	2	?	-4%	-7%	4%
> COc1ccccc1-c1nnc(NC(=O)C2=COCCO2)o1
  21%	-9	6	0%	57%[activator]	-3%	0%
> O=C1N(Cc2cccc(Cl)c2)C[C@@H]2C[C@@H](c3cccn3-c3ccccn3)N3CCC[C@@]123
  12µM*	5	1	?	-13%	-6%	5%
> CN(Cc1nc2ccc(F)cc2[nH]1)Cc1nc(CC2CC2)no1
  20%	48*	-1	?	4%	2%	1%
> CCOC(=O)N1CCN(S(=O)(=O)N(C)C)CC1
  21%	-11	-1	?	-2%	3%	-1%
> OC(COCc1ccccc1)CN1CCN(c2ccccc2)CC1 (centres undefined)
  35%	-5	-4	5%	-14%	-8%	8%
> COC1CCN(Cc2c(C(=O)N3CCN(C4CCCCC4)CC3)nc3ccccn23)CC1
  9%	-6	-4	-17%	0%	1%	-2%
> CCc1ccc(C(C)NC(=O)c2ccc(F)cc2)cc1 (centres undefined)
  10%	20	11	-3%[5.75 µM]	3%	11%	-1%
> CCc1ccc(-c2cc(C)no2)cc1S(=O)(=O)NCCN1CCC(C)CC1
  ?	8	-1	8%	30%	0%	6%
> CSC1=NCCN1C(=O)c1ccc(C)cc1
  -1%	-12	-1	20%	4%	-2%	0%
> COc1cccc(CN2CCN(Cc3cc4ccccc4[nH]3)CC2CCO)c1 (centres undefined)
  ?	14	1	?	-5%	1%	2%
